GSIS activator: GLuc luminescence reporter in INS-1E cells, primary screen for activators of glucose-dependent secretion of insulin; INS-1E GLuc reporter insulin secretion, 2-3 h; activation, % at 16.6 µM; hit rate 0.61% among 370,000; AID 743287;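 active = lowest replicate activation of at least 40%, so every replicate reaches that level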;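 note: 0% = median of neutral control wells and 100% = median of IBMX positive control wells; some compounds called inactive have numbers as strong as hits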
PGC1a acetyl inh: lowers PGC1a acetylation signal in U2OS cells | hit rate 0.17% among 350,000 | AID 651687 | inhibition, % at 15.6 µM | AlphaScreen anti-acetyl-lysine; with virally co-expressed GCN5 acetyltransferase;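 active = every replicate shows inhibition of at least 40%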;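 note: 0% = neutral control wells and 100% = positive control wells; some results beyond the cut were filed as inactive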
Statin myotox sup: suppressors of simvastatin-induced myotoxicity in C2C12 myotubes | ATP luminescence, 48 h; scaled: DMSO 0, geranylgeraniol control 100 | rescue of ATP level, % at 7.49 µM | hit rate 0.78% among 330,000;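 active = mean ATP rescue above about 67%, or every replicate alone reaching that limit, limit read from the data, passing the limit was not always enough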;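 note: myotubes were challenged with 10 µM simvastatin during compound exposure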
PAX8 reporter: inhibitors of PAX8 transcriptional activity in RMG-I cells | hit rate 1.2% among 360,000 | inhibition, % at 12.6 µM | RMG-I TPO-luciferase reporter, SteadyGlo, 24 h;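 active = mean replicate inhibition at least 60% with every replicate also reaching 60%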;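 note: luciferase light reporting Pax8 driven TPO promoter activity; plate controls were median of neutral control wells for no effect and mitoxantrone controls for full effect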
Cneo AK release: Cryptococcus neoformans lysis via adenylate kinase release; AID 651654; lysis activity, % at 15 µM; hit rate 0.2% among 360,000; C. neoformans lysis, adenylate kinase release luminescence, 4 h; normalised: neutral wells 0, clomiphene wells 100;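 active = mean lysis activity across replicates of at least 80%, whatever share of replicates individually reach that level; inactive = mean lysis activity below 80%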
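Assay system: log-phase C. neoformans yeast / Quantity: yeast cell density of 5 × 10^6 cells/mL / Medium: fresh YPD growth medium / Compound: single dose / Timing: static 4 h at 37 °C with compound, 1 h detection / Measured by: adenylate kinase release luminescence / Read-out: lysis from increased AK signal / Benchmarks: Clomiphene as positive lysis control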
PglD DTNB: inhibitors of Campylobacter jejuni PglD acetyltransferase; inhibition, % at 12.5 µM; AID 602405; purified PglD enzyme, DTNB colorimetric CoA detection; hit rate 0.098% among 360,000; in the data active = inhibition above about 16%, passing the limit was not always enough; note: strong numbers were not always called active
ARNT-TACC3 inh: ARNT/TACC3 interaction disruption; inhibition, % at 9.99 µM; Q9Y6A5; hit rate 0.66% among 390,000; AlphaScreen His-ARNT PAS-B/GST-TACC3 binding, luminescence; TACC3 fragment carries E629A point mutation; AID 623870;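 active = mean inhibition of replicates at least 50% and at least half of replicates each reaching 50%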;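 note: 0% = complete ARNT plus TACC3 wells and 100% = ARNT alone without TACC3; many hits fall short of the cut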
LGR2 inh: inhibitors of bursicon-induced Drosophila LGR2 receptor cAMP signaling | HEK293 LGR2, CRE-luciferase, bursicon-stimulated, 4 h | inhibition, % at 9.99 µM | hit rate 0.35% among 380,000;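 active = drop in luminescence signal, shown as inhibition above about 50% in the replicate tests, limit read from the data, passing the limit was not always enough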;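 note: agonist challenge used bursicon conditioned medium at about half maximal strength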
The depositor's hits bear a star; . = no result given; & = joins results of further samples. Compounds were not picked by outcome; any-hit rate near 2.9%.

canonical_smiles | GSIS activator | PglD DTNB | ARNT-TACC3 inh | PGC1a acetyl inh | Statin myotox sup | LGR2 inh | PAX8 reporter | Cneo AK release
COc1cc(C(=O)NN(CCC#N)C2=NS(=O)(=O)c3ccccc32)cc(OC)c1OC | 4 | -8 | -2 | 29 | -3 | -1 | -43 | 1
O=C(COC(=O)c1cc(S(=O)(=O)N2CCOCC2)ccc1F)c1ccc[nH]1 | -11 | 7 | 2 | -3 | . | 1 | -63 | 5
CCOC(=O)Nc1oc2ccccc2c(=O)c1CN1CCOCC1 | -4 | -2 | 1 | . | -14 | -8 | . | 1
CC1(C)C(C=C(Cl)Cl)C1C(=O)N(Cc1ccccc1Cl)C1CCS(=O)(=O)C1 (configuration not stated) | -35 | 1 | 6 | -7 | -9 | 17 | 30 | 3
CCCCSc1nc(C)cc(SCC(=O)N/N=C/c2ccccc2)n1 | -6 | . | -10 | . | . | 4 | -129 | .
COc1ccc(CCn2c(-c3ccc(OC)cc3)nc3c(c(=O)c4ccccc4n3C)c2=O)cc1 | 12 | . | -5 | -109 | . | -3 | 18 | .
CCN(CC)CCCNC(=O)/C=C/C(=O)O | 0 | . | -2 | 3 | -4 | -13 | 6 | .
CCN1CCN(CCC(=O)Nc2ccc(C)cc2)CC1 | 4 | 8 | -2 | . | 0 | 1 | -3 | 1
CCOc1cc(C(=S)N2CCCC2)ccc1O | 17 | 1 | 13 | -6 | 3 | -16 | 10 | 4
CCCOc1ccc(Cl)cc1CNc1ccccc1 | -9 | . | -2 | . | . | 3 | 7 | .
Cc1ccc2c(C)c(C(=O)NCCN3CCOC3=O)oc2c1C | -2 | 4 | -2 | -1 | 0 | 4 | 10 | -1
Cc1ccc(C(C)NC(=O)C23CC4CC(CC(C4)C2)C3)cc1 (configuration not stated) | -19 | . | 8 | -10 | . | 17 | -4 | .
CCOc1ccccc1NC(=O)Cn1c(=O)n(-c2ccc(OC)cc2OC)c(=O)c2c(C)c(C(=O)N(CC)CC)sc21 | -9 | . | -2 | . | . | -3 | 20 | .
O=C(C[C@@H]1C[C@@H]2c3cc(NS(=O)(=O)c4ccc(F)cc4)ccc3O[C@@H]2[C@@H](CO)O1)NCCN1CCCCC1 | 11 | -1 | 3 | -2 | -2 | -11 | -12 | -4
O=C(CSCc1cc(=O)n2ccsc2n1)Nc1ccccc1 | 2 | -4 | -4 | -2 | 4 | -1 | -6 | 0
O=C(CCC(=O)Nc1ccccc1)NNC(=O)c1ccccc1Cl | -1 | . | -2 | -28 | . | 24 | -3 | .
O=C(CCCNC(=O)c1ccc(Cl)cc1)Nc1ncccc1O | 28 | -3 | 27 | -24 | . | 6 | -20 | 1
O=C(CC1SC(N2CCCC2)=NC1=O)Nc1ccc(C(=O)NCc2ccccc2F)cc1 (configuration not stated) | -3 | 5 | . | . | 4 | 13 | -4 | -1
Nc1c(S(=O)(=O)c2ccccc2)csc1C(=O)O | -3 | . | -18 | 21 | . | -7 | 3 | .
CCCc1n[nH]c2c1/C(=N\O)CCC2 | . | 1 | -5 | . | . | . | -5 | 0
C[C@H](CO)N1C[C@H](C)[C@H](CN(C)Cc2ccc(C(F)(F)F)cc2)Oc2ccc(NC(=O)Nc3ccc4c(c3)OCO4)cc2C1=O | -38 | 1 | 7 | 9 | . | 4 | . | 2
CCOC(=O)N1CCN(C(=O)c2ccc3c(=O)n(CCc4ccccc4)c(=O)[nH]c3c2)CC1 | . | -3 | -9 | -13 | 177* | . | 23 | -1
O=C(CSC1=NS(=O)(=O)c2ccccc21)Nc1ccccc1 | . | -3 | -2 | -5 | 7 | -18 | -7 | 0
O=C(c1cnccn1)N1CC(=O)N2[C@H](C1)[C@H](c1ccc(-c3ccccc3)cc1)[C@@H]2CO | -8 | . | . | 5 | . | 0 | -1 | .
CO[C@@H]1CN(C)C(=O)c2ccc(NC(=O)C3CC3)cc2OC[C@H](C)N(CCC(F)(F)F)C[C@H]1C | -27 | -1 | -9 | . | -2 | 3 | 10 | -1
O=C(COC(=O)/C=C/c1ccc(C(F)(F)F)cc1)NC(=O)NCc1ccco1 | -2 | . | . | -9 | 2 | -8 | 4 | .
CC(=O)c1ccc(NC(=O)CCCCCn2nnc3ccccc3c2=O)cc1 | 11 | 3 | 0 | -2 | 50 | 2 | 6 | 2
CCC(=O)N1[C@@H]2Cn3c(ccc(C4=CCCC4)c3=O)[C@H]1[C@@H](C(=O)N[C@@H](C)c1ccccc1)[C@@H]2CO | 1 | -2 | -5 | . | 1 | -10 | 0 | 4
Cc1ccc(NC(=S)N(CCN(C)C)C(C)c2ccco2)c(C)c1 (configuration not stated) | . | 2 | 3 | -10 | -4 | -19 | 11 | 4
COc1cc2cc(C(=O)N/N=C/c3ccc(F)cc3)[nH]c2cc1OC | 2 | 2 | 12 | 36 | -5 | 2 | 30 | 0
Cc1c(F)cccc1NS(=O)(=O)c1ccc(OCCNS(C)(=O)=O)cc1 | -11 | . | 8 | 1 | -5 | -16 | 16 | .
COc1ccc2c3c([nH]c2c1)[C@@H](CO)N(C(=O)Nc1ccc(F)cc1)CC31CCN(S(C)(=O)=O)CC1 | -15 | . | . | -4 | . | -5 | 21 | .
Cc1cc(C)nc(NC(=O)c2csnn2)c1 | 6 | . | . | 4 | . | 11 | -8 | .
O=S(=O)(NCCNS(=O)(=O)c1c(F)cccc1F)c1ccc2c(c1)OCCO2 | . | -1 | 5 | . | -12 | . | -6 | -2
COc1ccc(CCn2c(-c3cccc([N+](=O)[O-])c3)nc3nc4ccccc4nc32)cc1 | . | . | -3 | 10 | . | 7 | -9 | .
N#Cc1c(-c2cccc([N+](=O)[O-])c2)nc2n(c1=O)CCS2 | -5 | -4 | -7 | -7 | 4 | 9 | 9 | 7
C[C@H](CO)N1C[C@H](C)[C@H](CN(C)C(=O)Nc2ccc(F)cc2)Oc2c(NC(=O)CCCCCC(=O)Nc3ccccc3N)cccc2C1=O | 3 | . | . | -4 | . | 2 | -17 | .
C[C@H]1CN([C@@H](C)CO)C(=O)c2cc(NC(=O)Cc3cn(C)c4ccccc34)ccc2O[C@@H]1CN(C)C(=O)Nc1ccc(F)cc1 | 7 | 1 | 3 | -6 | -8 | 28 | -1 | -3
CCCC(=O)Nc1ccc(C(=O)NNC(=O)c2cccc([N+](=O)[O-])c2)cc1 | 15 | . | . | 2 | . | -10 | 22 | .
C[C@H]1CN([C@@H](C)CO)C(=O)CCCn2nncc2CO[C@H]1CN(C)C(=O)Nc1cccc2ccccc12 | 1&8 | -1&-4 | -27 | 11&1 | 0&12 | -16 | 13&0 | 0&-1
O=C(C1CCCCC1)N1CCN(S(=O)(=O)c2ccc(Cl)cc2)CC1 | . | -3 | 3 | 8 | -2 | . | . | -2
COc1cc2c(cc1/C=C/C(=O)O)OC(C)C2 (configuration not stated) | 0 | 0 | -16 | . | 1 | . | 4 | 1
C[C@H]1CN([C@@H](C)CO)C(=O)c2cc(Br)cnc2O[C@H]1CN(C)C(=O)c1ccc(F)cc1 | 6 | . | . | 6 | 10 | 8 | -19 | .
Cc1cc(C)cc(-n2ncc3c2CCCC3NC(=O)c2ccccc2N2CCOCC2)c1 (configuration not stated) | -48 | -5 | -2 | 0 | -1 | -6 | 40 | -2
Cc1ccc(S(=O)(=O)N(C)C[C@@H]2Oc3c(NS(=O)(=O)c4cccs4)cccc3C(=O)N([C@H](C)CO)C[C@@H]2C)cc1 | -3 | 4 | -1 | 6 | 4 | -7 | -19 | -8
COc1ccc(/C=N/NC(=O)c2ccn[nH]2)cc1Cn1cc([N+](=O)[O-])cn1 | 0 | 3 | 2 | 5 | 4 | -3 | 2 | 6
O=C(NCc1ccc2c(c1)OCO2)[C@H]1[C@H](CO)[C@H]2Cn3c(cccc3=O)[C@@H]1N2Cc1cccnc1 | 5 | 5 | -3 | . | -2 | 3 | 45 | 48
CC(C)OP(=O)(Nc1cccc2ccccc12)OC(C)C | 1 | . | -8 | -13 | . | 7 | 18 | 0
CN(Cc1ccccc1)Cc1cc(=O)oc2ccccc12 | 16 | -5 | . | 2 | 9 | -55 | -103 | 1
COc1cccc(CNC(=O)COC(=O)C2CC3CCCC(C2)C3=O)c1 (configuration not stated) | 10 | . | -3 | . | . | -2 | -24 | .
CO[C@H]1CN(C)C(=O)c2ccc(NC(C)=O)cc2OC[C@@H](C)N(C(=O)c2ccccc2)C[C@@H]1C | 2 | -5 | 4 | -2 | -7 | 0 | -6 | 12
CCCn1nc2cc(C(=O)NCc3ccc(C)cc3)ccc2c1OCC | -18 | -4 | -1 | -14 | 34 | 8 | 18 | 3
CCn1cc(/C=C(\NC(=O)c2cc(OC)c(OC)c(OC)c2)C(=O)N2CCOCC2)c2ccccc21 | 26 | 2 | . | -5 | -6 | 10 | -25 | -1
O=[N+]([O-])c1ccc(-n2cccn2)c(-c2nn[nH]n2)c1 | 14 | . | 13 | . | . | -4 | 5 | .
COC(=O)c1cccc(NC(=O)CCCN2C(=O)NC3(CCCC3)C2=O)c1 | 8 | -2 | 0 | -2 | -14 | -16 | -10 | 1
COCC(=O)N[C@@H]1C=C[C@@H](CC(=O)NCc2ccccc2OC)O[C@@H]1CO | 1 | -1 | -8 | -8 | 0 | 11 | 0 | 1
O=C(Cc1ccccn1)N1CC(=O)N2[C@@H](CO)[C@H](c3ccc(-c4ccccc4)cc3)[C@@H]2C1 | 3 | . | . | -3 | . | -27 | 12 | .
CN(C)S(=O)(=O)c1cccc(-c2nn(-c3ccccc3)cc2/C=C(/C#N)C(=O)NCc2ccco2)c1 | -10 | . | -5 | . | . | -14 | -9 | .
CCNC(=O)Nc1ccc2c(c1)C(=O)N(C)[C@H]1CC[C@@H](CC(=O)NC3CCCCC3)O[C@H]1CO2 | -1 | 3 | -9 | 7 | 9 | -4 | -3 | 4
O=C(c1cc(C2CC2)nn1-c1ccccc1)N1CCN(Cc2ccccc2)CC1 | 45 | 0 | . | 17 | -5 | 8 | 1 | -1

Record cards (already shown). Screens in order: GSIS activator, PglD DTNB, ARNT-TACC3 inh, PGC1a acetyl inh, Statin myotox sup, LGR2 inh, PAX8 reporter, Cneo AK release
Record of COC(=O)c1cccc(NC(=O)CCCN2C(=O)NC3(CCCC3)C2=O)c1 : 8, -2, 0, -2, -14, -16, -10, 1
Record of CCNC(=O)Nc1ccc2c(c1)C(=O)N(C)[C@H]1CC[C@@H](CC(=O)NC3CCCCC3)O[C@H]1CO2 : -1, 3, -9, 7, 9, -4, -3, 4

Next part
canonical_smiles | GSIS activator | PglD DTNB | ARNT-TACC3 inh | PGC1a acetyl inh | Statin myotox sup | LGR2 inh | PAX8 reporter | Cneo AK release
CCOC(=O)Nc1sc2c(c1C#N)CCC(C)C2 (configuration not stated) | . | -7 | -5 | -10 | -12 | . | . | -4
Cc1ccc(C)c(OCc2cc(C(=O)NC3CCN(Cc4ccccc4)CC3)no2)c1 | -48 | . | 3 | 12 | -2 | 23 | 11 | .
Cc1noc(C)c1NC(=O)N(C)C[C@H]1Oc2ccc(NC(=O)Nc3ccc4c(c3)OCO4)cc2CC(=O)N([C@H](C)CO)C[C@@H]1C | 3 | 5 | . | 8 | 5 | 1 | -13 | -3
O=C(NCc1ccc2c(c1)OCO2)C1CC(=O)N(C2CCCCCCC2)C1 (configuration not stated) | . | 1 | -4 | 8 | 4 | . | . | -3
CC1CCCC(C)N1C(=O)CN1C(=O)c2ccccc2S1(=O)=O (configuration not stated) | -6 | 1 | -7 | 4 | -5 | 5 | -18 | 0
O=C(NNC(=O)C1CC=CCC1C(=O)O)c1ccc(Cl)cc1 (configuration not stated) | -14 | . | -10 | 21 | . | . | 1 | .
